Mdm2 MdmX PPI – inhibitors of human Mdm2-MdmX association, primary screen, cell-based, luminescence, split luciferase, SaOS-2, uHTS; AID 485346, 2010; Protein Mdm4 (Homo sapiens) + E3 ubiquitin-protein ligase Mdm2 (Homo sapiens), …; SaOS-2 split-luciferase Mdm2/MdmX complementation; 3% of 330,000 active; inhibition, % at 8 µM;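 active means inhibition of at least 50% at 8 µM in the primary screen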
Target sequence (O15151 whole entry, looked up): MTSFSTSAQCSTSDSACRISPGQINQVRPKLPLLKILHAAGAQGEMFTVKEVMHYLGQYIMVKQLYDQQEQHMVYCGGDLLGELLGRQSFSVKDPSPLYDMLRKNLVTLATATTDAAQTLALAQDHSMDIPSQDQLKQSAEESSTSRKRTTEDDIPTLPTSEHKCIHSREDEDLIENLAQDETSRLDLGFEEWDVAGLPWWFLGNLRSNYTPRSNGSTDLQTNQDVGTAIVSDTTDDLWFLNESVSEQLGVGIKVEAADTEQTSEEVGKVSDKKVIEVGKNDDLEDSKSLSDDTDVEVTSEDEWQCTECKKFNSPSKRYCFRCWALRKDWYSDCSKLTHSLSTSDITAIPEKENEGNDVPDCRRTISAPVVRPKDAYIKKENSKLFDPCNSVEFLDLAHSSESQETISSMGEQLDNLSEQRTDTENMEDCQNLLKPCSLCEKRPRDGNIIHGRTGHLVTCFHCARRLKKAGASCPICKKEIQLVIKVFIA
Target sequence (Q00987 whole entry, looked up): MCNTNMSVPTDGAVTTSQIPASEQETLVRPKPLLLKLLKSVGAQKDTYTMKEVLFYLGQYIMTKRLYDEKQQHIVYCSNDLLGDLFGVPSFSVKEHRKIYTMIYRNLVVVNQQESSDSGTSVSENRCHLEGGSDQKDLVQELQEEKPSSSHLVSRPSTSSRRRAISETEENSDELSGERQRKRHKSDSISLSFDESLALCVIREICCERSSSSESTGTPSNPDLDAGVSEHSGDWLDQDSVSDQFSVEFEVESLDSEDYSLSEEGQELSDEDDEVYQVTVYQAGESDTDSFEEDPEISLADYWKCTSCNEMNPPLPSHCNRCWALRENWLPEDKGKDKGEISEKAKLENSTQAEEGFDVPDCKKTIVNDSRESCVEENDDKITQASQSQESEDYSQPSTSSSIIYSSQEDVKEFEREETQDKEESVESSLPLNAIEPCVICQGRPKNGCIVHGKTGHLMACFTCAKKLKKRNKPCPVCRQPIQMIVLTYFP
tim10-1 inh – growth inhibitors of tim10-1 mutant yeast, primary screen, luminescence, uHTS; inhibition, % at 20 µM; 2.2% of 330,000 active; S. cerevisiae tim10-1 ts strain growth, BacTiter-Glo, 24 h; AID 463190, 2010;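 active means inhibition of at least 40%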;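 further: mutant grown at 25 °C; 0% = DMSO wells with yeast and 100% = wells holding no yeast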
CHOP UPR activ – activators of apoptotic CHOP UPR arm, primary screen, cell-based, CHO-CHOP luciferase reporter, luminescence, uHTS; AID 449763, 2010; UPR activation; percent of tunicamycin response over DMSO baseline; 0.34% of 330,000 active; activation, % at 10 µM;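 active means at 10 µM dose, activation of 40% or more, normalized to positive control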;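 further: 100% = tunicamycin at 10 µg/mL and 0% = DMSO alone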
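assay system = CHO CHOP reporter cells | amount = 500 CHO-CHOP cells per well | buffer or medium = F12 with 10% FBS | incubation = 16-18 h cell attachment, then 6 h compound exposure, 37 °C | detection = luminescence read with Steady-Glo | read-out = percent activation relative to tunicamycin control | controls = tunicamycin high control, DMSO low control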
697 NFkB inh – inhibitors of PMA/ionomycin-induced NF-kB reporter, 697 cells, primary screen, B-cell NF-kB inhibitor project, cell-based, luminescence, uHTS; 697 B-cell NF-kB luciferase reporter, 16 h; inhibition, % at 4 µM; 0.33% of 330,000 active; in the data active means inhibition above about 35%
XBP1 UPR activ – activators of adaptive XBP1 UPR arm, primary screen, cell-based, CHO-XBP1 luciferase reporter, luminescence, uHTS | IRE1-XBP1 UPR activation; percent of tunicamycin response, DMSO as zero | activation, % at 20 µM | 0.33% of 330,000 active | AID 463104, 2010;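 active means versus positive control, 20 µM dose yields 30% or more activation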;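 further: 100% = tunicamycin at 10 µg/mL and 0% = DMSO only wells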
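Material – CHO cell line with stable XBP1 luciferase reporter · Buffer or medium – F12 plus 10% FBS · Compound – single point, 20 µM final compound, 1% DMSO · Schedule – 16-18 h cell attachment at 37 °C, then 6 h compound exposure · Signal – Steady-Glo luminescence read · Benchmarks – high control tunicamycin 10 µg/mL final, low control DMSO vehicle only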
tim23-1 inh – growth inhibitors of tim23-1 mutant yeast, primary screen, luminescence, uHTS. S. cerevisiae tim23-1 growth, BacTiter-Glo luminescence, 24 h. inhibition, % at 20 µM. 1.3% of 330,000 active. AID 463212, 2010;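 active means growth inhibition of the mutant yeast at or above 50%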;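 further: temperature-sensitive mutant grown at 25 °C; plate controls were DMSO-treated mutant yeast for no effect and medium wells lacking yeast for full effect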
Jurkat NFkB inh – inhibitors of induced NF-kB luciferase reporter, primary screen, TCR NF-kB activation inhibitor project, cell-based, luminescence, uHTS; Jurkat, PMA/ionomycin-induced NF-kB luciferase reporter; inhibition, % at 4 µM; 0.53% of 330,000 active; in the data active means inhibition above about 50%
TIM10 inh – growth inhibitors of isogenic TIM10 control yeast, primary screen, counter-screen for tim10-1 yeast inhibitor project, luminescence, uHTS. S. cerevisiae TIM10 strain growth, BacTiter-Glo luminescence, 24 h. inhibition, % at 10 µM. 1.4% of 330,000 active. AID 463195, 2010;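 active means inhibition of 40% or more at the single tested concentration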;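 further: wild-type TIM10 isogenic control strain grown at permissive 25 °C; 0% = DMSO yeast wells and 100% = minimal medium wells without yeast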
* marks the source's active call; other numbers are inactive results.

SMILES	Mdm2 MdmX PPI	tim10-1 inh	CHOP UPR activ	697 NFkB inh	XBP1 UPR activ	tim23-1 inh	Jurkat NFkB inh	TIM10 inh
CCC1Oc2ccc(C)cc2N(CC(=O)NC2CCCCC2)C1=O (stereo unspecified)	3	-11	-2.2	19	-4	6	2	20
Cn1cccc1C(=O)OCc1ccc(C(C)(C)C)cc1	3	-9	5.1	-82	-1	5	-78	7
CCOC(=O)CNC(=O)COc1coc(CN2CCN(c3ccccc3)CC2)cc1=O	6	-10	-0.1	-5	-6	-3	-6	-3
COc1cc2[nH]c(=O)n(CCC(=O)N3CCN(c4cc(Cl)ccc4C)CC3)c(=O)c2cc1OC	75*	40	1.9	-15	2	22	3	17
COc1cccc(OC)c1C(=O)NC(=S)Nc1ccc2c(c1)Cc1ccccc1-2	2	14	0.1	9	-1	13	14	5
COCc1cc(C)nc(SCC(=O)Nc2ccc3c(c2)OCCO3)c1C#N	-23	-40	2.3	-7	-4	-8	-100	-25
Cc1cccc(NC(=O)Cn2cc(C(=O)C3CC3)c3ccccc32)c1C	14	3	-0.7	8	-3	4	15	-17
CSc1nc2ccccc2n1CC(=O)Nc1ccc(C)c(C)c1	18	11	-0.9	9	0	-1	19	1
O=C(CCl)Nc1cccc(-c2cnc3ccccc3n2)c1	97*	34	-0.7	-74	-4	63*	27	40*
O=C(CCn1c(=O)oc2ccccc21)Nc1cccc([N+](=O)[O-])c1	-15	-18	2.2	-13	1	4	0	-9

One compound at a time, from the list above. Screens in order: Mdm2 MdmX PPI	tim10-1 inh	CHOP UPR activ	697 NFkB inh	XBP1 UPR activ	tim23-1 inh	Jurkat NFkB inh	TIM10 inh
Cc1cccc(NC(=O)Cn2cc(C(=O)C3CC3)c3ccccc32)c1C is entered as 14	3	-0.7	8	-3	4	15	-17
O=C(CCn1c(=O)oc2ccccc21)Nc1cccc([N+](=O)[O-])c1 is entered as -15	-18	2.2	-13	1	4	0	-9

Part of the list above, reduced to XBP1 UPR activ, Mdm2 MdmX PPI and Jurkat NFkB inh:
SMILES	XBP1 UPR activ	Mdm2 MdmX PPI	Jurkat NFkB inh
O=C(CCl)Nc1cccc(-c2cnc3ccccc3n2)c1	-4	97*	27
CSc1nc2ccccc2n1CC(=O)Nc1ccc(C)c(C)c1	0	18	19

Following part
SMILES	Mdm2 MdmX PPI	tim10-1 inh	CHOP UPR activ	697 NFkB inh	XBP1 UPR activ	tim23-1 inh	Jurkat NFkB inh	TIM10 inh
Cc1ccc(NC(=O)C2CCN(S(=O)(=O)c3ccc4ccccc4c3)CC2)nc1	-18	19	6.4	-11	3	22	-9	11
O=C1CCC/C(=N/Nc2ccc(Cl)cc2)C1	9	-49	1.3	8	2	35	-9	-13
Cc1ccc(S(=O)(=O)N2CCCCC2)cc1NC(=O)c1ccc2c(c1)OCO2	15	37	-0.6	-8	-1	22	20	35
CN(CC(=O)Nc1ccccc1Cl)C(=O)Cn1nnc(-c2ccc(F)cc2)n1	14	1	-2.2	12	-1	-9	12	1
O=C(CC1SC(=O)N(c2ccccc2)C1=O)Nc1ccccc1 (stereo unspecified)	13	38	-1.1	0	0	22	7	16
CC(C)(O)C#Cc1ccc(C(=O)NCc2cccs2)s1	10	14	2.8	-8	0	5	-6	9
Cc1cc(C)n(-c2ncnc3sc4c(c23)CCCC4)n1	5	-4	-0.7	-6	0	10	0	-11
CCC1CCCCN1S(=O)(=O)c1ccc(C(=O)Nc2nnc(C3CC3)o2)cc1 (stereo unspecified)	43	40	2.3	-27	-3	29	-2	28
CCN1CCN(c2ccc(NC(=O)c3ccc4c(c3)[nH]c(=O)n4Cc3ccc(F)cc3)cc2)CC1	38	-60	-0.4	3	-2	-61	-3	-90
COc1ccc(CN2C(=O)C(C)Oc3ccccc32)cc1 (stereo unspecified)	-12	-3	-3.0	-61	-3	14	-29	8
COc1ccc(C)cc1S(=O)(=O)N(C)CC(=O)NC1CC1	-7	3	-2.0	10	0	5	-12	2
COc1ccccc1NC(=O)c1ccc(-c2ccc(Br)cc2)o1	38	14	1.7	-45	4	8	57*	5
CCCCCCC1/C(=N/O)CCC1C(=O)OC (stereo unspecified)	19	-9	-2.1	8	-3	-20	-6	-6
CCOc1ccc(C(=O)NC(=S)Nc2ccccn2)cc1[N+](=O)[O-]	88*	-3	4.3	-34	4	12	-44	-3
O=C(CCc1ccccc1)NC(=S)Nc1ccc2c(c1)C(=O)OC2	-5	-37	-0.7	-11	6	-3	7	5
CCCSc1cc(=O)n(-c2ccc(F)cc2)nc1C(=O)OCC	11	3	-1.9	3	-4	21	10	1
CC(=O)Nc1ccc(NC(=O)c2nc(S(=O)(=O)Cc3ccccc3)ncc2Cl)cc1	46	0	-10	-131	-10	12	8	5
NC(=O)Nc1ccc(C(=O)OCC(=O)Nc2cccc(S(=O)(=O)NC3=NCCC3)c2)cc1	-2	2	-0.4	23	-1	0	-3	10
CCOC(=O)C(=CNc1ccc(Oc2cncc(Cl)c2)nc1)C(=O)OCC	27	-25	0.7	14	-2	1	13	0
O=C(Nc1ccc(Cl)cc1)N(CCCN1CCOCC1)Cc1cccs1	4	2	0.5	9	0	7	15	4
O=C1CC(c2cccc(Br)c2)C2=C(CCCC2=O)N1 (stereo unspecified)	-7	19	0.2	-5	-4	9	-14	8
Cc1cc(Cl)ccc1OCc1nnc2n1CCCCC2	13	-15	0.0	19	5	35	-6	2
O=C(CSc1nnc2c(n1)[nH]c1ccccc12)NC1CCCCC1	17	-16	0.0	-14	-1	-10	21	-21
NC(=O)C1CCN(c2ncnc3c2c(-c2ccccc2)cn3-c2ccccc2)CC1	46	6	1.7	3	2	25	0	-15
COc1ccc(C(CC(=O)O)NC(=O)c2ccco2)cc1 (stereo unspecified)	14	2	-0.6	1	-4	11	6	3
CC(=O)Nc1ccc(NC(=O)COC(=O)Cn2cnc3ccccc32)cc1	22	-9	0.3	9	-1	-6	3	-2
COC1=C/C(=C/c2c(N)n3c(nc2=O)sc2cc(S(C)(=O)=O)ccc23)C=CC1=O	14	10	3.1	-11	2	-12	-18	-2
CC(C)(CNC(=O)c1ccccc1F)CNC(=O)c1ccccc1F	1	13	0.6	24	-3	6	17	18
CC1(C)CC(=O)C=C(Nc2cccc(F)c2)C1	-8	-24	0.6	19	-2	0	8	5
Cc1ccc2nc(N(CCN3CCOCC3)C(=O)CCS(=O)(=O)c3ccccc3)sc2c1	19	14	4.8	-30	-3	16	-62	6

Rewritten with two lines to a compound: entries from further up
Each structure is followed by: Mdm2 MdmX PPI, tim10-1 inh, CHOP UPR activ, 697 NFkB inh, XBP1 UPR activ, tim23-1 inh, Jurkat NFkB inh, TIM10 inh
Cc1cc(Cl)ccc1OCc1nnc2n1CCCCC2
  13, -15, 0.0, 19, 5, 35, -6, 2
O=C(CSc1nnc2c(n1)[nH]c1ccccc12)NC1CCCCC1
  17, -16, 0.0, -14, -1, -10, 21, -21
NC(=O)C1CCN(c2ncnc3c2c(-c2ccccc2)cn3-c2ccccc2)CC1
  46, 6, 1.7, 3, 2, 25, 0, -15
COc1ccc(C(CC(=O)O)NC(=O)c2ccco2)cc1 (stereo unspecified)
  14, 2, -0.6, 1, -4, 11, 6, 3

Reformatted with values under each structure: part of the list above.
Every second line gives: Mdm2 MdmX PPI, tim10-1 inh, CHOP UPR activ, 697 NFkB inh, XBP1 UPR activ, tim23-1 inh, Jurkat NFkB inh, TIM10 inh
O=C(CC1SC(=O)N(c2ccccc2)C1=O)Nc1ccccc1 (stereo unspecified)
  13, 38, -1.1, 0, 0, 22, 7, 16
CC(C)(O)C#Cc1ccc(C(=O)NCc2cccs2)s1
  10, 14, 2.8, -8, 0, 5, -6, 9

Later entries
SMILES	Mdm2 MdmX PPI	tim10-1 inh	CHOP UPR activ	697 NFkB inh	XBP1 UPR activ	tim23-1 inh	Jurkat NFkB inh	TIM10 inh
Cc1cc(Cl)ccc1NNC(=O)CCc1ccccc1	28	-47	0.9	-26	0	-10	-6	5
Cc1ccc(S(=O)(=O)/N=C2/C=C(C3C(=O)CC(C)(C)CC3=O)C(=O)c3ccccc32)cc1	-9	41*	39	-17	0	27	-31	17
O=C(CSc1nc2ccccc2c(=O)n1-c1ccc(F)c(Cl)c1)Nc1cccc(S(=O)(=O)N2CCOCC2)c1	9	13	-0.9	7	0	11	2	15
CCOc1ccc(S(=O)(=O)NCc2cccnc2)cc1C	-20	7	0.1	12	0	6	11	-2
COc1cc(CNC(=O)C2CCC(=O)N(C3CCCCCC3)C2)cc(OC)c1 (stereo unspecified)	6	-5	3.5	15	-2	15	0	-3
CN(Cc1nnc(-c2ccc(F)cc2)o1)c1ccccc1	-31	-6	-0.7	-1	2	0	-11	16
CC1CCN(Cc2nc(Cl)c3c4c(sc3n2)CCC4)CC1	30	-15	2.7	-2	1	0	-8	-10
CCCCSc1nc(O)c(C2OC(=O)c3c2ccc(OC)c3OC)c(=O)n1C (stereo unspecified)	1	12	-1.1	-29	0	-7	-28	22
COc1ccc(S(=O)(=O)N2CCN(CC(=O)c3[nH]c(C)c(C(C)=O)c3C)CC2)cc1OC	18	-6	4.7	10	1	-4	13	-10
Cc1ccc(C)c(OCC(=O)O/N=C(\N)c2cccnc2)c1	16	11	3.0	17	7	-6	-3	3
CN(C)c1ccc([N+](=O)[O-])cc1C(=O)O	19	-15	-0.6	15	-3	7	2	2
CC(C)CCOC(=O)C1C(c2ccccc2)C(C(=O)O)C1c1ccccc1 (stereo unspecified)	21	19	-1.4	4	-3	15	-16	10
CCC(=O)Nc1ccc(OCc2nnc3c4ccccc4c(C)nn23)cc1	-12	25	-1.7	1	3	20	-5	-18
CCc1cccc(CC)c1NC(=S)Nc1ccc2cn[nH]c2c1	5	18	0.1	0	2	9	-4	13
CCN(CC)S(=O)(=O)c1cc(NC(=O)CSc2nnc(N)s2)ccc1C	12	15	1.3	8	1	17	2	8
O=C(Nc1cccc(-c2nc3ccccc3s2)c1)C1=COCCO1	3	34	0.5	-19	1	32	-12	17
COc1ccc(CNC(=O)c2cccnc2Sc2ccc(Cl)cc2)cc1	17	7	-1.2	16	1	-5	4	-8
O=C(Nc1cccc(Cl)c1Cl)c1cc(S(=O)(=O)NCCc2ccccc2)ccc1F	7	6	-0.3	22	-2	8	13	1
C=CCn1c(N)cc(=O)nc1SCC(=O)Nc1ccc2ccccc2c1	3	7	-0.6	-6	2	1	-14	1
Cc1cccc(NC(=O)c2cc(S(=O)(=O)N(C)c3ccc(F)cc3)ccc2Cl)n1	6	4	-1.5	8	-2	4	-15	-21
Cc1cccc(-c2nsc(SCC(=O)NCc3ccco3)n2)c1	-16	23	2.1	-26	5	2	-30	-15
Cc1ccc(CNc2ncc(-c3ccc4c(c3)OCO4)n2C)cc1	-55	-5	-1.1	0	1	-115	-8	-42
CC(C)NC(=O)N(C)C[C@H]1Oc2c(NS(=O)(=O)c3ccc(F)cc3)cccc2C(=O)N([C@H](C)CO)C[C@@H]1C	3	-8	3.3	6	1	-7	-4	3

Compound activity (PubChem BioAssay)
